# Source: PubChem
# E coli WT exp = growth inhibitors of E. coli BW25113 wild type | OD600 absorbance | AID 710 | growth inhibition, % at 100 µM | 98,000 tested, 0.15% active;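 active means growth inhibition above about 50% at one test dose, limit read from the data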;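 further: growth measured after 20 h incubation at 37 °C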
# PostGolgi ctrl = inhibits growth of the yeast control strain | efflux-deficient yeast background strain, growth absorbance A615, 16 h | inhibition, % at 10 µM | 98,000 tested, 5% active | AID 738
# PostGolgi yeast = growth inhibition of a yeast mutant, post-Golgi transport screen. post-Golgi transport phenotypic cell assay. inhibition, % at 10 µM. 98,000 tested, 0.9% active. AID 739;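 further: yeast cells grown in 1536-well plates; yeast grown about 18 h at 30C before absorbance read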
# Lung fibro prol = blocks proliferation of human lung fibroblasts; LL 47 human lung fibroblast viability, ATP luminescence; stronger effect = lower value; viability, % at 10 µM; 85,000 tested, 1.1% active;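 active means viability at or below 50% in the single dose screen; inactive means viability above 50%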;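 further: compound exposure lasted 72 h before the ATP readout; 100% = median luminescence of untreated cell-only wells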
#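 Test system: LL 47 human lung fibroblasts / Quantity: 1,150 cells in each well / Medium: IMEM growth medium with 15% fetal bovine serum / Incubation: 72 h compound exposure at 37 °C after overnight plating / Detection: CellTiter-Glo luminescence measuring cellular ATP / Read-out: % viability versus median cells-only luminescence / Benchmarks: cell-only wells, no compound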
# hDAT+cocaine = modulates human dopamine transporter uptake under cocaine; 110,000 tested, 1.3% active; LLC-PK1 hDAT cells, [14C]-dopamine uptake with cocaine IC80; actives deviate in either direction; B-score at 10 µM; AID 449768;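 active means Z score or B-score, a plate-position-corrected score, falls beyond the plate's 99.7% confidence bounds, in either direction; inactive means both scores lie inside the 99.7% bounds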;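 further: scored against the spread of the other compound wells on the same plate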
# Target sequence (Q01959 whole entry, looked up): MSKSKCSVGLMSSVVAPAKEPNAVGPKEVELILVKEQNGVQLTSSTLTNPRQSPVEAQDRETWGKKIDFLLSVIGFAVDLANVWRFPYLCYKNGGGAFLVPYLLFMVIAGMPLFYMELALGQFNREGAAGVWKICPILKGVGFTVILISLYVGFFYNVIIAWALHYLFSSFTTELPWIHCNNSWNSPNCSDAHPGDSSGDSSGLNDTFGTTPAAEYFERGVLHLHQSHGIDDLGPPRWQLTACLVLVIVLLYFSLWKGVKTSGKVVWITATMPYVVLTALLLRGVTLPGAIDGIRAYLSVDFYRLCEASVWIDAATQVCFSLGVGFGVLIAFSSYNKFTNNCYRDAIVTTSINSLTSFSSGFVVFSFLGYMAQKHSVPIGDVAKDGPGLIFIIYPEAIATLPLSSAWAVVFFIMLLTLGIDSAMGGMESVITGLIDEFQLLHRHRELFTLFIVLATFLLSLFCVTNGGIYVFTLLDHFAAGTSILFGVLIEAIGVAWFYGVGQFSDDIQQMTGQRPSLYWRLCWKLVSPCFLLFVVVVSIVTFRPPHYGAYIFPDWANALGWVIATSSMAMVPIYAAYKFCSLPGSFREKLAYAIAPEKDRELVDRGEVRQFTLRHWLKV
# S1P2 blocker = antagonists of human S1P2 receptor | O95136 | cell-based S1P2 antagonist assay, inhibition at 5 uM | inhibition, % at 5 µM | 97,000 tested, 0.21% active | AID 736; in the data active means inhibition above about 45%;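 further: CRE beta-lactamase reporter cells expressing human S1P2 stimulated with S1P; 0% = agonist at EC80 alone and 100% = agonist plus reference antagonist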
# H69AR inhibit = blocks growth of human H69AR lung tumor cells | H69AR lung tumor viability, ATP luminescence, 72 h; stronger effect = lower value | viability, % at 10 µM | 85,000 tested, 6% active | AID 598;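 active means viability at or below 40%; inactive means viability above 40%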;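 further: multidrug resistant small cell line overexpressing MRP-1 efflux transporter; 100% = mean luminescence of untreated control wells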
# HUVEC prolif 384 = inhibitors of human endothelial cell proliferation | AID 648 | HUVEC proliferation, CellTiter-Glo luminescence, 72 h; stronger effect = lower value | 86,000 tested, 1.1% active | viability, % at 10 µM (by protocol);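 active means viability at or below 30%; inactive means viability above 30%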;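 further: 100% = median luminescence of DMSO-only cell control wells on each plate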
# S1P2 ag = S1P2 (human) receptor agonism; O95136; S1P2-expressing cell line, agonist reporter read-out; activation, % at 4.5 µM; 97,000 tested, 0.46% active; AID 729; in the data active means activation above about 16%;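 further: 0% = vehicle low control and 100% = maximal reference agonist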
# An asterisk follows results filed as active; x = not tested or not shown. Unless noted, no stated cut-off is given here; in the data, active means inhibition above about 30%; inactive means the rest. Some of the compounds tested (hit frequency here may not be typical).
[1] Cn1cccc1CNCCc1ccccc1F
[2] Cc1cc(N2CCOCC2)nc2ccc(NC(=O)CCC(=O)N3CCC4(CC3)OCCO4)cc12
[3] Cc1cc(/C=C2\C(=O)NC(=O)N(C)C2=O)c(C)n1-c1ccc2c(c1)OCO2
[4] CCCC(=O)c1c(O)[nH]c(=O)[nH]c1=O
[5] COc1ccccc1-n1c(O)c(C=NC2CC2)c(=O)[nH]c1=O
[6] CCCN1CC(C)C(OC(C)=O)(c2ccccc2)CC1C (stereo not drawn)
[7] CC(=O)[C@H]1CC[C@H]2[C@@H]3CC[C@H]4C[C@H](O)CC[C@]4(C)[C@H]3C(=O)C[C@]12C
[8] Cn1c(O)c(C=NCCc2c[nH]c3ccccc23)c(=O)n(C)c1=O
screen / no. | 1 | 2 | 3 | 4 | 5 | 6 | 7 | 8
E coli WT exp | -1.0 | 8.0 | -20.0 | 1.0 | -6.0 | x | x | 1.0
PostGolgi ctrl | 25.6 | 4.0 | 0.5 | -2.9 | 6.8 | x | x | 11.6
PostGolgi yeast | -8.0 | -4.6 | -2.7 | 1.3 | 5.9 | x | x | -4.3
Lung fibro prol | 104.9 | 97.6 | x | 101.4 | 105.7 | 101.2 | 86.4 | x
hDAT+cocaine | -0.0174 | x | -0.282 | 0.108 | 1.49 | -0.436 | 0.997 | -0.00604
S1P2 blocker | 12.0 | 0.7 | 0.4 | -15.7 | -1.1 | 8.6 | x | 1.2
H69AR inhibit | 98.9 | 90.8 | x | 99.0 | 84.6 | 95.2 | 95.1 | x
HUVEC prolif 384 | 98.0 | 98.9 | x | 101.8 | 104.5 | 100.8 | 93.9 | x
S1P2 ag | -4.9 | -5.3 | -2.1 | -3.4 | -13.2 | -5.6 | x | -6.9

[9] CC(=Nc1ccc2c(c1)CCC2)c1c(O)n(C)c(=O)n(C)c1=O
[10] O=C(CCCC1=NS(=O)(=O)c2ccccc2N1)N1CCC2(CC1)OCCO2
[11] Cc1nn(C)c(C)c1P(=S)(c1c(C)nn(C)c1C)N(C)C
[12] CN1CC(C(=O)c2ccccc2)C(C(=O)c2ccccc2)C1 (stereo not drawn)
[13] CCOC(=O)C1=C(N)OC2=C(C(=O)CC(C)(C)C2)C12C(=O)Nc1ccccc12 (stereo not drawn)
[14] CC(C)Sc1nnc([C@@H](N)Cc2c[nH]c3ccccc23)o1
screen / no. | 9 | 10 | 11 | 12 | 13 | 14
E coli WT exp | x | -5.0 | -1.0 | 11.0 | 0.0 | 17.0
PostGolgi ctrl | x | 13.5 | 40.4* | 0.6 | -0.2 | 0.0
PostGolgi yeast | x | 1.2 | 9.9 | -3.5 | 2.5 | 5.8
Lung fibro prol | 99.4 | 95.5 | 109.0 | x | x | 99.1
hDAT+cocaine | -0.437 | -0.291 | -0.411 | -0.418 | 0.155 | 0.00253
S1P2 blocker | x | 11.1 | 28.1 | 15.7 | 14.6 | 20.9
H69AR inhibit | 96.4 | x | 80.7 | x | x | 102.4
HUVEC prolif 384 | 92.1 | 99.3 | 104.7 | x | x | 85.9
S1P2 ag | x | -2.7 | -9.0 | -6.5 | -9.7 | -7.0

# Some of these compounds in order of length of the SMILES, falling.
[3] Cc1cc(/C=C2\C(=O)NC(=O)N(C)C2=O)c(C)n1-c1ccc2c(c1)OCO2
[10] O=C(CCCC1=NS(=O)(=O)c2ccccc2N1)N1CCC2(CC1)OCCO2
[9] CC(=Nc1ccc2c(c1)CCC2)c1c(O)n(C)c(=O)n(C)c1=O
[12] CN1CC(C(=O)c2ccccc2)C(C(=O)c2ccccc2)C1 (stereo not drawn)
[4] CCCC(=O)c1c(O)[nH]c(=O)[nH]c1=O
[1] Cn1cccc1CNCCc1ccccc1F
screen / no. | 3 | 10 | 9 | 12 | 4 | 1
E coli WT exp | -20.0 | -5.0 | x | 11.0 | 1.0 | -1.0
PostGolgi ctrl | 0.5 | 13.5 | x | 0.6 | -2.9 | 25.6
PostGolgi yeast | -2.7 | 1.2 | x | -3.5 | 1.3 | -8.0
Lung fibro prol | x | 95.5 | 99.4 | x | 101.4 | 104.9
hDAT+cocaine | -0.282 | -0.291 | -0.437 | -0.418 | 0.108 | -0.0174
S1P2 blocker | 0.4 | 11.1 | x | 15.7 | -15.7 | 12.0
H69AR inhibit | x | x | 96.4 | x | 99.0 | 98.9
HUVEC prolif 384 | x | 99.3 | 92.1 | x | 101.8 | 98.0
S1P2 ag | -2.1 | -2.7 | x | -6.5 | -3.4 | -4.9
